Screens from PubChem BioAssay.
HepG2 viability: kills HepG2 cells in TGF-b inhibitor counter-screen; HepG2 CAGA-GFP viability, ATP luminescence, 18 h; Potency, µM (top dose mostly 46.1 µM), for inactives: at the top dose activity change, negative = cytotoxicity, hits mostly cytotoxic; actives 0.76% (n = 410,000); AID 588856; note: potency is the fitted concentration of half-maximal effect; some results filed as inactive show a strong effect at the top dose
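HepG2 CAGA-GFP cells (1000/well, DMEM with 1% FBS) received compound, then TGF-beta at 500 pg/mL final, and were incubated 18 hours at 37 degrees C. Viability was read by CellTiter-Glo luminescence. Media-only wells were set as complete cell-killing and DMSO as no toxicity.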
IL-1B inflam inh: blocks inflammasome-driven IL-1 beta release; actives 4.7% (n = 360,000); activity change, % at 57.5 µM; THP-1 LPS/ATP IL-1B secretion, AlphaLISA, 16 h; stronger effect = lower value; in the data active = activity change below about -50%; inconclusive = mostly about -30% to -49%; note: % is set by controls: 0 for no effect and ±100 for the full control effect
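THP-1 cells pretreated 1 hr with compounds (up to 57.5 uM final), then stimulated with LPS (250 ng/mL final) plus ATP (1.25 mM final); secreted IL-1B measured by AlphaLISA after 16 hr, decreased signal indicating inhibition.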
S2 tox: reduces viability in counter-screen for ATXN expression inhibitors. Potency, µM (highest dose often 56.7 µM), usual class: cytotoxic. actives 0.49% (n = 400,000). S2 cells (HEK-293 line with an ATXN2-luciferase reporter) viability, CellTiter-Fluor protease fluorescence, 24 h; note: potency is the fitted concentration of half-maximal effect; nearly all actives have a fitted effect of over 40% in size
MCF10A rerep: induces DNA re-replication in MCF 10a normal breast cells | MCF 10A DNA re-replication, Hoechst nuclear intensity, 48 h | Potency, µM (series often up to 46.1 µM), for inactives: at the highest dose activity, positive = re-replication, hits mostly activators | actives 2.9% (n = 350,000); note: potency is the fitted concentration of half-maximal effect; % of control where 0% means no effect; nearly all actives have a fitted effect of over 50% in size
SW480 rerep: DNA re-replication induction in SW480 cells. SW480 DNA re-replication, Hoechst DNA content imaging, 48 h. Potency, µM (series often up to 46.1 µM), for the others: top-dose re-replication activation, actives largely listed as activators. actives 1.8% (n = 340,000). AID 624297; note: potency is the fitted concentration of half-maximal effect; % of control where 0% means no effect; nearly all actives have a fitted effect of over 55% in size
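First, 250 cells per well were seeded. Next, compound or vehicle (23 nL) was pinned in, plates sat 48 hr at 37 C. Finally Hoechst was added for 40 min before fluorescence scanning.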
ATXN2 expr inh: reduces ATXN2 reporter expression in HEK-293 cells; HEK-293 ATXN2-luciferase reporter, luminescence, 24 h; Potency, µM (titrated, usually from 57 µM), without a hit: at the highest dose activity change, negative = inhibition, actives largely listed as inhibitors; actives 0.72% (n = 360,000); AID 1745845; note: potency is the fitted concentration of half-maximal effect; % is set by controls: 0 for no effect and ±100 for the full control effect; nearly all actives have a fitted effect of over 55% in size
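qHTS (up to 57 uM final) was run with 24 h compound exposure of reporter cells at 37 °C. Each well was multiplexed: SteadyGlo luminescence measured ATXN2-luciferase expression after a fluorogenic Gly-Phe-AFC viability readout (25 uM final).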
HT1080-NT tox: kills 2HG-producing HT-1080-NT fibrosarcoma cells | HT-1080-NT fibrosarcoma viability, CellTiter-Glo ATP luminescence, 48 h | Potency, µM (doses to about 46.1 µM), inactives show top-dose activity, negative = less viability, actives largely listed as cytotoxic | actives 1.6% (n = 360,000) | AID 686970;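 note: NT is the 2HG producing partner of a matched IDH1 knockdown line; potency is the fitted concentration of half-maximal effect; 0% = DMSO-treated cells and -100% = media-only wells without cells; nearly all actives have a fitted effect of over 55% in size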
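A 48-hour cytotoxicity screen used HT-1080-NT cells plated 2 hours before compound delivery. ATP-based CellTiter-Glo luminescence measured viability, normalized to DMSO and no-cell controls.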
HT1080 IDH1KD tx: toxicity to HT-1080 IDH1 knockdown cells (counter line); HT-1080 IDH1 knockdown viability, ATP luminescence, 48 h; AID 686971; actives 2% (n = 360,000); Potency, µM (titrated, usually from 46.1 µM), for inactives: at the top dose activity, negative = toxicity, actives largely listed as cytotoxic;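 note: potency is the fitted concentration of half-maximal effect; 0% = DMSO wells and -100% = cell-free medium wells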
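CellTiter-Glo luminescence after 48 h compound exposure at 37 degrees C of IDH1-knockdown HT-1080 cells in 5% FBS RPMI. %Activity scaled between DMSO wells and cell-free media wells, with curves fitted and assigned curve classes.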
KB-3-1 tox: KB-3-1 parental cell cytotoxicity | KB-3-1 viability, CellTiter-Glo ATP luminescence, 72 h | Potency, µM (titrated, usually from 46.1 µM), for inactives: at the highest dose activity change, negative = cytotoxic, hits mostly cytotoxic | actives 1.4% (n = 400,000); note: potency is the fitted concentration of half-maximal effect; % is set by controls: 0 for no effect and ±100 for the full control effect; nearly all actives have a fitted effect of over 60% in size
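Using CellTiter-Glo luminescence, growth of non-resistant KB-3-1 adenocarcinoma cells is assessed 72 h after pin-tool compound addition at 37 °C. Normalized responses across the concentration series yield fitted curves.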
* marks the source's active call; other numbers are inactive results; i = inactive; ? = inconclusive; . = no result given; [ ] = dose if it differs, or a comment. Unless noted, calls come from the whole dose curve; as a rule, active = well fitted curve in the direction sought with a large enough effect; inconclusive = small, poorly fitted or top-dose-only effect, or another doubt; inactive = no such curve, though single readings can be large; an effect the other way counts as inactive or inconclusive.

SMILES | HepG2 viability | IL-1B inflam inh | S2 tox | MCF10A rerep | SW480 rerep | ATXN2 expr inh | HT1080-NT tox | HT1080 IDH1KD tx | KB-3-1 tox
Cn1nc(-c2ccccc2)c(COC(=O)c2cccc(Cl)c2)c1S(=O)(=O)c1ccccc1 | 2.1% | 9.5 | i | 1.6% | -2.9% | -5.8% | 14.1% | 12.9% | -3.1%
O=[N+]([O-])c1cccc(-c2ccc(C(=S)N3CCN(c4ccc(F)cc4)CC3)o2)c1 | -18.0% | -2.7 | i | 2.9% | 2.3% | -9.6% | 1.2% | 1.1% | 5.4%
COc1ccc(CNC(=O)CN(c2cccc([N+](=O)[O-])c2)S(C)(=O)=O)cc1 | -16.2% | 29.0 | i | -0.4% | -4.9% | -5.3% | 19.3% | 21.0% | -1.1%
OCCCn1c(-c2ccccc2)csc1=Nc1ccccc1 | -0.8% | -1.8 | ? | ? | -6.1% | 6.3% | -12.6% | -14.8% | -14.5%
CC(=O)NC1CC2CCCC(C1)N2C(=O)Nc1ccc(Cl)cc1 (configuration not stated) | 8.3% | 14.6 | i | . | . | . | 0.9% | 1.7% | -0.4%
Cn1nc(C(F)(F)F)c(/C=N/OC(=O)c2ccc(Cl)cc2)c1Cl | -1.7% | 0.5 | i | -1.3% | 2.1% | -1.2% | 13.1% | 4.5% | 11.3%
COC(=O)c1ccccc1NC(=O)c1ccc2c(c1)CCN2S(=O)(=O)c1ccc(Cl)cc1 | -11.5% | . | i | . | . | -4.4% | . | . | 0.2%
CS(=O)(=O)Cc1cc(Sc2ccccc2)nc(-c2ccncc2)n1 | -0.9% | 44.7 | i | -2.8% | -13.9% | -15.4% | 12.3% | -2.1% | 9.1%
O=C(COC(=O)c1cc[n+]([O-])cc1)NC(=O)c1ccc(OC(F)F)cc1 | -0.6% | -17.5 | i | 10.4% | -5.4% | . | -5.2% | 27.3% | 0.9%
C[C@@]12C(=O)Nc3ccccc3C(=O)N1[C@H]1c3cc(Br)ccc3OC[C@@H]1[C@@H]2c1ccccc1 | -27.5% | -4.9 | i | 3.26µM* | ? | -28.8% | ? | 5.8µM* | ?
N#CCC1c2ccccc2CCN1C(=O)Nc1cccc(Cl)c1 (configuration not stated) | -13.9% | 8.3 | i | 4.4% | -7.2% | 4.2% | -14.0% | ? | -0.2%
N#CC(=Cc1ccc(-c2ccccc2)cc1)C(=O)c1ccccc1 | -39.9% | 29.6 | i | . | . | 9.2% | -0.4% | -9.4% | 11.0%
COC(=O)CSc1cc(C)nc(SC)n1 | 5.2% | -2.3 | ? | -3.8% | 0.1% | -1.5% | 0.0% | 0.4% | 0.6%
Cc1cc(N2CCCC2)nc2ccc(NC(=S)NCCCN3CCC(C)CC3)cc12 | 17.8µM* | -140.3* | ? | 18.4µM* | ? | ? | 23.1µM* | 23.1µM* | 0.5%
CCCSc1nnc(NC(=O)Nc2ccccc2OC)s1 | -41.8% | 49.0 | ? | 7.9% | -5.9% | . | -0.3% | 4.0% | 0.7%
Cc1ccc(/C=C(\C#N)c2nc(-c3cc4c(ccc5ccccc54)oc3=O)cs2)cc1 | -13.4% | . | i | . | . | 3.6% | . | . | 1.5%
Cc1cc(SCC(=O)N/N=C/c2ccc(C(=O)O)cc2)nc2ccccc12 | 8.2% | 28.9 | i | 4.0% | 8.7% | -0.6% | -15.2% | -21.1% | 10.6%
COc1ccc2cc(C(=O)NCc3ccco3)c(=O)oc2c1 | -9.9% | -4.8 | i | 10.6% | -4.6% | 45.4%[activator] | -10.7% | -10.6% | -4.0%
COc1ccc(OC)c(NC(=O)CCc2c[nH]c3ccccc23)c1 | 1.2% | 14.2 | i | -9.4% | 1.4% | -8.7% | -22.0% | ? | 3.9%
CCC(C(=O)Nc1ccc2c(c1)OCCO2)n1nnc2ccccc2c1=O (configuration not stated) | -10.3% | -5.6 | i | -20.2% | -13.5% | 9.1% | -3.5% | 4.6% | 1.4%
O=C(CSc1nc2ccccc2s1)NCc1cc([N+](=O)[O-])ccc1O | -20.3% | 57.2 | i | 47.3% | -2.6% | -6.6% | -10.9% | -25.3% | 6.7%
CC(C)[C@H](NC(=O)c1ccc(F)cc1)C(=O)NC1=NCCS1 | -1.9% | 6.6 | i | 1.5% | -1.5% | 12.1% | 2.6% | -0.9% | -11.4%
C/C(=N\OC(=O)c1ccc(C)cc1)c1sc(C)nc1C | -2.4% | 0.9 | i | -7.2% | 1.3% | 5.3% | -1.1% | -0.3% | -4.7%
COc1ccc(-n2cc(-c3ccccc3)nc2SCC(=O)Nc2ccccc2C)cc1 | 2.6% | . | ? | . | . | 6.8% | . | . | 0.9%
COc1ccccc1N1CCN(CCCOc2ccc(F)cc2)CC1 | -16.5% | 20.1 | i | ? | 1.9% | -11.0% | -20.4% | -19.2% | 4.5%
CN(CC(=O)Nc1ccc(F)c(F)c1F)C(=O)c1ccc2c(c1)OCCO2 | -1.3% | 7.3 | i | -0.7% | 3.5% | 10.1% | 0.8% | 4.3% | 0.0%
O=C(NCc1ccco1)c1ccc(Cn2c(=O)c3ccccc3n(Cc3ccc(Cl)cc3)c2=O)cc1 | 0.6% | -10.4 | i | 15.4% | 2.1% | -10.5% | -13.1% | -21.3% | -12.9%
COc1ccc(CNC(=O)CCC2N=C3c4ccccc4N=C(SCc4ccccc4F)N3C2=O)cc1 (configuration not stated) | -16.2% | . | i | . | . | 24.7% | . | . | -18.5%
CCCN(CCC)CCCNC(=O)Cn1cnc2onc(-c3ccc(F)cc3)c2c1=O | -41.4% | . | i | . | . | -12.7% | . | . | -11.4%
COCCN1C=C2C(=O)C(C)(OC(=O)c3cccs3)C(=O)C=C2C=C1CCCC(=O)OC (configuration not stated) | 2.6% | 21.9 | i | -5.5% | -11.0% | 7.3% | -0.3% | -2.2% | 15.3%
Cc1ccc(C2=Nc3ccccc3N=C(c3ccc([N+](=O)[O-])cc3)C2)c(O)c1 | -0.6% | 10.8 | ? | -6.8% | 3.5% | -0.3% | ? | -29.3% | -7.4%
CCOC(=O)N1CCN(S(=O)(=O)c2cn(C)c(=O)n(C)c2=O)CC1 | -1.2% | i | i | -1.7% | -22.5% | 2.1% | 12.1% | 29.2% | -8.6%
O=C(Nc1cccc(F)c1)Nc1ccccn1 | -21.3% | 1.4 | i | -1.6% | -3.0% | 80.5%[activator] | 3.3% | -3.8% | -3.1%
O=C(COc1ccccc1)Nc1cccc(S(=O)(=O)N2CCCC2)c1 | -1.0% | -2.4 | i | 7.1% | 9.0% | 7.5% | 4.0% | 3.9% | -2.9%
COC(=O)CSc1c(-c2ccccc2)c2cc(Cl)ccc2[nH]c1=O | -35.2% | 0.0 | i | 6.2% | 2.5% | 5.9% | 6.4% | 0.9% | 15.0%
CCOC(=O)N1CCN(Cc2nc3cc(NC(=O)c4cccs4)ccc3n2CC)CC1 | -8.7% | ? | ? | ? | ? | -0.1% | ? | ? | ?
COc1ccc(CCn2c(C)cc(C(=O)COC(=O)c3cnccn3)c2C)cc1 | 4.6% | -9.7 | i | 1.2% | 4.1% | 4.5% | 18.4% | 3.4% | 6.2%
N#CC(c1ccccc1)c1ccc([N+](=O)[O-])cc1 (configuration not stated) | -1.1% | 17.1 | i | . | . | -1.5% | -1.4% | 6.0% | 20.6µM*
CCOc1ccc(NC(=O)C2Cc3ccccc3N2C(=O)c2ccccc2)cc1 (configuration not stated) | -22.6% | . | i | . | . | 4.0% | . | . | 9.5%
COc1ccccc1-c1nnc(SC(C)C(=O)N2CCOCC2)o1 (configuration not stated) | -19.6% | 18.0 | i | 11.3% | -5.6% | 7.2% | -1.8% | 2.3% | -3.2%
Cc1nc2ncnn2c(C)c1CCC(=O)N1CCc2ccccc21 | 12.6% | 62.4 | i | -0.7% | -12.4% | -1.5% | 0.2% | ? | 11.1%
CCc1ccc(C2CC(c3ccccc3Cl)Nc3nc(N)nn32)cc1 (configuration not stated) | -34.0% | 10.4 | i | 2.7% | 2.0% | -0.7% | 0.3% | 4.0% | -7.6%
CC(C)(NO)/C(=N\O)c1ccc(Cl)cc1 | -4.9% | 10.9 | i | -18.6% | -11.8% | -1.7% | 8.0% | 12.3% | -1.5%
CC(C(=O)Nc1cccc(Br)c1)c1ccc([N+](=O)[O-])cc1 (configuration not stated) | 4.4% | 3.1 | i | 15.8% | -4.7% | 0.0% | 5.9% | -1.2% | 5.2%
CC(CCN1CCN(c2ccccn2)CC1)c1ccccc1 (configuration not stated) | -3.5% | -8.9 | i | -7.1% | -1.9% | 8.3% | 5.4% | 5.7% | -6.2%
O=C(Cn1nc(-c2ccc(Cl)cc2)ccc1=O)N1CCN(c2ccccc2)CC1 | 0.8% | 7.0 | ? | 3.8% | 3.2% | 2.6% | -3.9% | -13.7% | -1.9%
CCN(CC(=O)NC1CCS(=O)(=O)C1)c1nc(-c2cccnc2)nc2ccccc12 (configuration not stated) | -1.0% | -2.9 | i | -0.8% | -1.3% | -20.5% | 7.5% | 5.2% | 1.9%
O=C(Nc1ccc2c(c1)CCC2)c1ccc(Br)s1 | -30.9% | ? | i | 4.0% | 10.4% | 88.6%[activator] | ? | ? | 7.6%
